Assay outcomes deposited in PubChem by NCI.
All columns: NCI-60 one-dose screen, growth in % after 48 h at 10 µM unless noted; 100 = growth as untreated, 0 = no growth, -100 = all killed.
SF-295: SF-295 CNS cancer cells. 79,000 tested, 5.6% active
UO-31: UO-31 renal cancer | 81,000 tested, 5.2% active
SN12C: SN12C renal cancer cells. 81,000 tested, 3.8% active
SF-268: SF-268 CNS cancer cells; 82,000 tested, 3.1% active; AID 1794759
SF-539: SF-539 CNS cancer | 81,000 tested, 6.8% active
U251: U251 CNS tumor cells; 80,000 tested, 5.4% active; AID 1794753
DU-145: DU-145 prostate cancer | 81,000 tested, 4.2% active | AID 1794760
PC-3: PC-3 prostate cancer cells | 80,000 tested, 3.9% active | AID 1794754
786-0: 786-0 renal cancer cells. 81,000 tested, 5.1% active
* marks the source's active call; other numbers are inactive results; . = no result given; & = joins results of further samples. Rule for the calls: active = growth percent below 10; inactive = the rest. Compounds were not picked by outcome; any-hit rate near 9.4%.

SMILES	SF-295	UO-31	SN12C	SF-268	SF-539	U251	DU-145	PC-3	786-0
CCCCCCCCCCCCCCCCCCOP(=O)(O)OCCCCCCCCCCCCCCCCCC	90.6	102.6	103.0	107.3	99.2	104.5	113.3	95.9	97.4
COc1ccc(C(c2c[nH]c3ccccc23)N2CCCC2)cc1 (stereo unspecified)	98.6	66.9	95.6	97.9	87.3	97.4	98.8	88.8	96.2
Cc1cc(C)c(C#N)c(OCC#N)n1	96.3	81.8	100.9	111.2	90.5	100.6	111.4	97.7	107.0
COc1ccc2oc(=O)c(C3(C)NC(=O)c4c(/C=C/C(=O)OC(C)(C)C)cccc4N3)cc2c1 (stereo unspecified)	39.3	25.0	40.6	58.1	67.6	48.4	69.5	15.6	66.7
O=C(O)C#Cc1ccccc1	102.2	89.7	98.2	97.1	106.0	92.3	96.6	94.2	103.1
CCOC(=O)/N=[N+](\[O-])c1ccccc1	.	90.6	103.2	103.7	103.1	.	109.4	107.1	102.6
CCC(c1ccc(OC)cc1)C(CC)c1ccc(C(O)CN2CCCCC2)cc1 (stereo unspecified)	92.2	68.3	85.5	97.4	93.4	63.2	81.2	74.4	82.1
CCCOCC(O)c1ccccc1 (stereo unspecified)	107.7	92.9	89.9	92.8	134.5	91.4	101.4	81.6	94.8
O=C(O)CCC(=O)OCCN(Cc1ccc(Oc2ccc([N+](=O)[O-])cc2)cc1)C(=O)C(Cl)Cl	.	95.9	102.2	104.8	106.8	107.1	107.0	94.7	111.5
CCN1[C@@H]2CC[C@H]1/C(=C\c1ccc(Cl)cc1)C1=C2[C@@H](c2ccc(Cl)cc2)C(C#N)=C(N)O1	91.9	64.5	74.7	91.6	94.2	76.5	104.8	48.4	95.3
O=c1[nH]c2ccccc2cc1CSc1ccccc1Nc1nccc(-c2ccc(Cl)cc2)n1	95.5	83.3	94.9	94.6	82.7	104.4	102.0	87.9	100.9
COc1ccc2cc(C(=O)c3ccccc3)c(=O)oc2c1	97.0	96.4	94.2	102.5	105.0	.	107.1	100.3	95.1
Cc1ccc2cc(O)ccc2c1	103.0	88.0	100.6	98.9	101.1	99.8	110.7	100.4	101.3
O=C(C(=O)N1CCOCC1)c1ccc(OC2OC(CO)C(O)C(O)C2O)cc1 (stereo unspecified)	115.0	101.6	106.3	114.7	96.3	104.6	125.2	109.6	103.4
COc1cc(CNS(=O)(=O)c2ccc(C)cc2)ccc1OCc1cn(-c2cccc(C(F)(F)F)c2)nn1	98.3	61.1	96.2	89.2	98.7	102.8	103.0	90.4	100.8
CSc1nc(C)c(C(=O)CCN2CCN(c3ccccn3)CC2)s1	102.3	82.9	97.6	101.6	99.0	.	102.3	94.3	101.2
Cc1ccc2nc3c(nc2c1)-c1cccc2cccc-3c12	101.9	63.1	81.2	89.2	85.4	78.8	86.4	87.4	104.9
O=C(OC(CO)C(=O)NC12CC3CC(CC(C3)C1)C2)c1ccc(Cl)cc1 (stereo unspecified)	100.4	88.7	108.5	103.7	96.0	96.7	103.5	98.6	101.2
Cc1ccc(C)c2c1C(O)(C#Cc1ccccc1)c1ccccc1C2(O)C#Cc1ccccc1 (stereo unspecified)	4.7*	19.6	71.5	56.5	56.8	34.3	87.0	29.4	70.5
O=C1c2ccccc2C(=O)C1c1ccccc1	91.7&101.5	79.1	96.7&98.2	94.4&106.0	91.8	93.8&105.3	93.7&107.3	71.9&97.1	83.1&94.9
COC1OC2COC(c3ccccc3)OC2C(N)C1O (stereo unspecified)	95.8	90.3	94.2	100.0	96.7	94.7	106.4	95.7	94.0
OC1C=C(c2ccccc2)C(O)(c2ccccc2)C1 (stereo unspecified)	101.0	89.2	100.7	103.9	110.5	.	113.6	82.0	112.3
COc1ccc(-n2nc(C)c3c(Nc4ccc(NC(=O)Nc5cccc(C(F)(F)F)c5)cc4)ncnc32)cc1	-44.1*	-44.9*	22.5	22.8	2.8*	-49.7*	18.2	.	-47.4*
COc1cc2oc(-c3cccc(NC(=O)[C@@H](NC(=O)[C@@H](N)C(C)C)C(C)C)c3)cc(=O)c2c(OC)c1OC	88.7	76.1	88.7	100.4	95.7	92.7	103.2	102.9	85.1
CC1(C)CC[C@]2(C(=O)Nc3ccccn3)CC[C@]3(C)C(=CC[C@@H]4[C@@]5(C)CCC(=O)C(C)(C)[C@@H]5CC[C@]43C)[C@@H]2C1	101.4	94.0	103.4	101.2	99.8	92.1	108.5	93.6	109.6
C=C(C)[C@@H]1CC[C@]2(C(=O)O)CC[C@]3(C)[C@H](CC[C@@H]4[C@@]5(C)C[C@@H](CC#Cc6ccc(Br)cc6)C(=O)C(C)(C)[C@@H]5CC[C@]43C)[C@@H]12	58.9	68.0	4.5*	72.1	61.1	3.6*	40.0	28.7	63.1
N#C/C(=C\NC(=S)C(N)=S)c1nc2ccccc2s1	113.6	77.4	107.8	93.3	94.8	97.0	106.0	91.9	101.0
c1cc[n+](Cc2ccnc3ccccc23)cc1	95.9	73.6	102.3	105.7	89.3	.	117.0	80.8	107.4
O=C1NOCC1N=Cc1cc(Cl)ccc1O (stereo unspecified)	123.7	70.9	107.5	110.8	103.2	110.8	124.1	97.2	76.5
O=C1C(Cl)OC(c2ccccc2)=NN1c1ccccc1 (stereo unspecified)	66.8	45.4	97.0	68.9	106.9	88.2	88.9	81.0	96.7
CCc1ccccc1NC(=O)N1CCOCC1	98.0	87.7	102.7	110.6	105.9	101.4	108.7	103.3	104.9
C/C=C(C)/C=N/Nc1nc(-c2ccccc2)cs1	105.7	72.1	100.1	97.0	98.8	98.9	104.1	89.4	104.3
COc1cc(Cn2ncc3ccc(NC(=O)c4cc5ccccc5oc4=N)cc32)cc(OC)c1OC	63.6	51.3	87.2	85.8	29.5	62.9	88.5	47.1	68.0
C[C@]12CC(=O)C[C@@H]1C[C@H]1CC[C@]3(C)CC4(C[C@H]3C[C@H]1C2)SCCS4	99.4	96.8	96.6	101.7	104.1	100.3	102.2	91.4	100.2
Cc1nc2c(cnn2-c2ccccc2)c(=O)n1-c1ccc(NC(=O)c2ccc([N+](=O)[O-])cc2)cc1	43.7	.	71.0	91.6	81.3	86.2	79.0	66.3	83.7
COC(=O)C(CO)c1ccccc1 (stereo unspecified)	95.8	88.2	107.5	100.6	101.3	104.4	105.4	102.5	98.5
O=C(/C=C/c1ccccc1)n1c(-c2ccccc2)nc2ccccc21	.	89.8	101.4	110.3	95.3	96.2	112.6	95.6	100.4
COc1cc(/C=C/c2cc(/C=C/c3ccc(O)c(OC)c3)nc(N)n2)ccc1O	-5.3*	3.2*	22.1	3.6*	11.9	3.0*	13.0	13.0	-58.9*
CCCCCCCCCCCCCCCc1cc(OC2OC(COC(C)=O)C(OC(C)=O)C(OC(C)=O)C2OC(C)=O)ccc1N (stereo unspecified)	44.0	42.1	68.7	65.1	66.0	62.9	98.0	44.3	65.9
O=C(CSc1nc2ccccc2[nH]1)Nc1ccc(Cl)cc1	104.1	63.2	91.3	83.8	89.3	96.6	98.4	93.0	83.2
O=S(=O)(Nc1cccc2cc(OS(=O)(=O)c3ccccc3)ccc12)c1ccccc1	59.3	59.7	70.1	74.2	63.4	48.5	92.0	59.0	81.2
COc1ccc(-c2nc(-c3c[nH]c4ccccc34)cs2)cc1	116.4	74.9	95.4	81.1	97.3	108.3	114.9	99.9	98.1
CCOc1cc2ncc(C#N)c(Nc3ccc(F)c(Cl)c3)c2cc1NC(=O)CC1CCSS1 (stereo unspecified)	-36.8*	-92.4*	-55.9*	-55.2*	-12.6*	-58.9*	-81.5*	-72.6*	12.1
COc1cc(N)c2nccc(C)c2c1OC	115.7	163.7	98.8	113.5	82.0	99.4	100.4	108.4	102.8
O=C(Cn1cc[n+](CC(=O)c2ccc(Cl)cc2)c1)Nc1cccc2cccnc12	97.1	80.8	100.9	87.6	99.9	91.5	107.1	81.5	110.1
NC(N)=N/N=C/c1ccccn1	103.4	104.2	106.6	.	94.0	107.9	117.5	92.8	104.7
CC(C)CC(NC(=O)CN)C(N)=O (stereo unspecified)	97.1	.	94.0	102.4	93.6	101.6	103.4	82.6	97.4
CCCCN(CN(CCCC)C1C=CCC1)C1C=CCC1 (stereo unspecified)	111.1	93.7	102.4	103.1	108.7	99.8	106.7	98.6	100.9
CC(C)(S)[C@H](N)C(=O)O	108.2	101.7	99.7	133.7	.	110.1	.	102.8	104.0
O=C1C(=O)c2cc([N+](=O)[O-])ccc2-c2ccccc21	-82.2*	-87.7*	-88.9*	-84.4*	-93.0*	-81.5*	-99.2*	.	-96.7*
Nc1nc(Cl)c2c(n1)Nc1ccccc1N=C2	91.8	82.0	106.2	98.5	100.5	106.8	103.4	101.3	108.1
Cc1cc(Cl)nc(Cl)n1	118.4	80.4	88.3	.	78.8	93.0	.	94.0	96.1
C#CCOc1ccc(C2=NN(CC)C3N=C(Cl)c4ncn(CC)c4N23)cc1OCC#C (stereo unspecified)	87.2	49.6	86.9	99.8	93.9	75.7	76.5	64.9	103.6
COc1cc(CNC(=O)C[C@H](C)CCC=C(C)C)ccc1OCc1cn(-c2ccccc2F)nn1	45.2	71.9	76.1	58.9	44.6	61.6	101.7	87.9	43.6
CN1CCN(NC(=O)NS(=O)(=O)c2ccc(Cl)cc2)CC1	105.3	99.0	99.7	111.2	102.7	100.1	112.1	91.7	98.6
COc1ccc(-c2c(C(=O)O)nnn2-c2cc(OC)c(OC)c(OC)c2)cc1	.	88.4	105.9	111.5	94.6	101.5	112.0	101.9	98.3
COc1ccc(C(=O)COc2cccc(/C=C3\Oc4ccc5ccccc5c4C3=O)c2)cc1	119.4	-54.4*	75.0	83.7	-50.0*	84.0	.	.	100.1
Cn1cc(-c2nn3cc(-c4ccncc4)nc3s2)c2cc(Br)ccc21	38.5	39.3	67.7	68.8	80.4	54.7	75.1	30.2	84.6
O=C(Nc1ccc(-c2nc(-c3cccc(O)c3)c(-c3ccnc(Br)c3)[nH]2)cc1)Oc1ccccc1	91.9	77.5	85.1	95.8	93.4	97.7	101.9	86.5	91.3
CCCCCCCCCCOC(=O)c1ccccc1C(=O)OCCCC	.	81.3	.	108.8	103.1	101.0	114.1	90.4	106.3

Taken from above for reference:
SMILES	SF-295	UO-31	SN12C	SF-268	SF-539	U251	DU-145	PC-3	786-0
O=S(=O)(Nc1cccc2cc(OS(=O)(=O)c3ccccc3)ccc12)c1ccccc1	59.3	59.7	70.1	74.2	63.4	48.5	92.0	59.0	81.2
COc1ccc(-c2nc(-c3c[nH]c4ccccc34)cs2)cc1	116.4	74.9	95.4	81.1	97.3	108.3	114.9	99.9	98.1
CCOc1cc2ncc(C#N)c(Nc3ccc(F)c(Cl)c3)c2cc1NC(=O)CC1CCSS1 (stereo unspecified)	-36.8*	-92.4*	-55.9*	-55.2*	-12.6*	-58.9*	-81.5*	-72.6*	12.1
COc1cc(N)c2nccc(C)c2c1OC	115.7	163.7	98.8	113.5	82.0	99.4	100.4	108.4	102.8
O=C(Cn1cc[n+](CC(=O)c2ccc(Cl)cc2)c1)Nc1cccc2cccnc12	97.1	80.8	100.9	87.6	99.9	91.5	107.1	81.5	110.1
NC(N)=N/N=C/c1ccccn1	103.4	104.2	106.6	.	94.0	107.9	117.5	92.8	104.7
CC(C)CC(NC(=O)CN)C(N)=O (stereo unspecified)	97.1	.	94.0	102.4	93.6	101.6	103.4	82.6	97.4
CCCCN(CN(CCCC)C1C=CCC1)C1C=CCC1 (stereo unspecified)	111.1	93.7	102.4	103.1	108.7	99.8	106.7	98.6	100.9
CC(C)(S)[C@H](N)C(=O)O	108.2	101.7	99.7	133.7	.	110.1	.	102.8	104.0

Later entries
SMILES	SF-295	UO-31	SN12C	SF-268	SF-539	U251	DU-145	PC-3	786-0
CCOC(=O)C(Cc1ccccc1)n1c(O)c(C=Nc2ccc(S(=O)(=O)SCC)cc2)sc1=S (stereo unspecified)	108.3	93.4	103.2	97.2	105.1	95.8	104.2	100.6	98.9
C/C=C/c1cc(OC)c(O)c(OC)c1	106.3	77.7	99.1	100.0	99.3	102.6	111.3	97.9	106.7
Cc1ccc2c(c1)-c1cc3c(O)[nH]c(=S)n3c(=O)c1=N2	97.6	79.3	99.0	97.8	96.3	100.4	109.6	96.1	101.5
C#CCOc1ccccc1C(=O)NNc1ccc([N+](=O)[O-])cc1[N+](=O)[O-]	125.4	62.4	91.5	102.9	93.6	85.6	111.7	89.5	92.5
Cc1ccc(/C=C/c2c(C(=O)/C=C/c3ccccc3)c(C)nc3ccccc23)cc1	31.9	18.4	36.9	54.1	-23.2*	-5.9*	12.8	31.3	25.8
CN(c1ccccc1)S(=O)(=O)c1ccc2ccccc2c1	81.1	78.6	97.4	104.8	96.9	90.4	100.8	86.6	86.9
NS(=O)(=O)c1ccc(C(=O)N/N=C/c2ccc(O)cc2)cc1	96.8	84.3	100.0	104.9	96.2	98.2	107.4	95.4	101.0
COc1ccc(C(=O)/C=C/c2cn(-c3ccccc3)nc2-c2ccc(OCc3ccccc3)cc2)cc1	104.4	81.7	91.1	102.6	102.3	85.8	101.9	80.0	93.0
CN(Cc1cccc(C(F)(F)F)c1)C(=O)[C@@H](CC(=O)N1CCC(N2CCCCC2)CC1)N1C(=O)[C@@H](N2C(=O)OC[C@@H]2c2ccccc2)[C@H]1/C=C/c1ccccc1	90.8	83.4	82.6	77.8	81.9	67.1	102.8	67.1	75.4
O=C(Nc1ccc2oc(=O)ccc2c1)Nc1ccc(Cl)cc1Cl	99.2	96.9	100.2	96.7	96.5	109.2	105.8	98.6	101.7
Cc1csc(=NCc2cccnc2)n1C	97.1	86.5	99.9	99.2	105.2	101.3	113.8	102.0	104.0
Cc1ccc(/C=N/Nc2nc(Nc3ccccc3)nc(-n3nc(C)cc3C)n2)cc1	-40.7*	20.1	48.9	44.0	56.5	33.8	40.9	31.1	44.4
